# HP1b chromo inh = HTS for Inhibitors of HP1-beta Chromodomain Interactions with Methylated Histone Tails; Chromobox protein homolog 1 (Homo sapiens), P83916; AlphaScreen HP1-beta / biotin-H3K9me3 peptide binding; 390,000 tested, 0.56% active; Potency, µM (highest dose often 114 µM), inactives show at the highest dose activity change, negative = inhibition, usual class: inhibitors; further: potency means the concentration at half of the fitted maximal effect; nearly all actives have a fitted effect of over 70% in size; inactives centre near 23
# Target sequence (P83916 whole entry, looked up): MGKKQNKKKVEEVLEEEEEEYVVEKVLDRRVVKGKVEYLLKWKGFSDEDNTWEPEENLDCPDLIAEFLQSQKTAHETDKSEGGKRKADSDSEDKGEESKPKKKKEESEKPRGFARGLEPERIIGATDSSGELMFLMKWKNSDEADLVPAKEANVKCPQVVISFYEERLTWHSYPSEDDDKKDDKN
#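 AlphaScreen: HP1-beta (50 nM) preformed 30 min with biotin-H3(1-18)K9me3 peptide (50 nM) in PBS pH 7.4, 0.01% Tween-20. Compound added for 30 min at RT, then streptavidin donor/nickel chelate acceptor beads (10 ug/mL) for 30 min.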
# ERG-DNA inh = qHTS for Small Molecule Inhibitors of the ERG Ets/DNA interaction; Transcriptional regulator ERG (Homo sapiens), P11308; fluorescence polarization, His-ERG Ets domain / labelled DNA; Potency, µM (titrated, usually from 76.9 µM), inactives show at the highest dose FP activity, negative = inhibition, actives largely listed as inhibitors; 370,000 tested, 0.028% active; AID 624246, 2012; active means well fitted inhibition curve with a large enough effect in the polarisation, with a control signal flat; inconclusive means small, poorly fitted or top-dose-only effect, or effect the other way, or a change in a side signal; inactive means no such curve, though single readings can be large or run the other way; the % refers to the polarisation;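 further: polarization taken with two DNA probes labelled with fluorescein and Texas red; potency means the concentration at half of the fitted maximal effect; % of control where 0% means no effect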
#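 His-tagged ERG Ets domain (1 uM in the protein solution; 300mM KCl, 50mM Tris-HCl, 1mM EDTA, 1mM DTT, pH 7.5) received compound, then a probe mix of 5 nM fluorescein-DNA and 100nM Texas-615-DNA. Fluorescence polarization was read for both dyes.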
# PI4K2A block = qHTS for small molecular inhibitors of PI4K2A. purified PI4K2A, ADP-Glo luminescence, 1 h; active compounds read low. AID 1346378, 2018. Phosphatidylinositol 4-kinase type 2-alpha (Homo sapiens), Q9BTU6. activity change, negative = inhibition, % at 76.9 µM. 420,000 tested, 0.13% active; in the data active means activity change below about -50%; inconclusive means mostly about -30% to -49%;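 further: -100% = wells without enzyme as full effect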
#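 ADP-Glo luminescence measured ADP generated by PI4K2A enzyme (4 ug/mL before mixing) with 1.2 mM PI substrate (pre-mix) and 300 microM ATP (pre-mix). Tris pH7.5 buffer with MgCl2, Triton X-100; 1 h reaction at ambient temperature.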
# JMJD2A Tudor = qHTS Assay for Inhibitors of JMJD2A-Tudor Domain. 390,000 tested, 4.4% active. Potency, µM (highest dose often 114 µM), without a hit: at the top dose activity change, negative = inhibition, actives largely listed as inhibitors. AlphaScreen JMJD2A-Tudor / H3K4me3 peptide binding. Lysine-specific demethylase 4A (Homo sapiens), O75164; further: potency means the concentration at half of the fitted maximal effect; on the % scale 0 is the no-effect control and ±100 the full control effect; nearly all actives have a fitted effect of over 50% in size
# G9a inh = qHTS Assay for Inhibitors of Histone Lysine Methyltransferase G9a | G9a H3K9 monomethylation, AlphaScreen, 2 h | 350,000 tested, 8.8% active | Potency, µM (doses to about 102 µM), inactives show at the highest dose activity, negative = inhibition, hits mostly inhibitors | AID 504332, 2011; further: potency means the concentration at half of the fitted maximal effect; on the % scale 0 is the no-effect control and ±100 the full control effect; nearly all actives have a fitted effect of over 75% in size
#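 Using a bead-based AlphaScreen, monomethylated H3K9 product from 2 h room-temperature reactions (G9a 20 nM, peptide 500 nM, SAM 20 uM) was detected with 0.5 ug/mL rabbit anti-H3K9me1 antibody.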
# RGS4 inh = Inhibitors of Regulator of G Protein Signaling (RGS) 4: qHTS. Transcreener GDP fluorescence polarization, RGS4-accelerated GTP hydrolysis. 390,000 tested, 0.039% active. Potency, µM (series often up to 114 µM), for inactives: at the highest dose activity change, negative = inhibition, usual class: inhibitors. AID 504845, 2011. Regulator of G-protein signaling 4 (Homo sapiens), P49798; further: potency means the concentration at half of the fitted maximal effect; on the % scale 0 is the no-effect control and ±100 the full control effect; nearly all actives have a fitted effect of over 75% in size; some results filed as inactive show a strong effect at the top dose
# Target sequence (P49798 whole entry, looked up): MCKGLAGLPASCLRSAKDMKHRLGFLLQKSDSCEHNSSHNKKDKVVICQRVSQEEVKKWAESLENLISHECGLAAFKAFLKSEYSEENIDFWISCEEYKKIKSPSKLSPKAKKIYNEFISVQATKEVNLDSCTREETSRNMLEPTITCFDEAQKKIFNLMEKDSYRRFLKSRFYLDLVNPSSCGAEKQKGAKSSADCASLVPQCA
#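 MLSMR compounds (23 nl, pin-transferred) preincubated 10 min at room temperature with a 500nM (2x) first reagent, then RGS4 at 900nM (2x) plus Transcreener GDP mix added; fluorescence polarization (620/688 nm) read before and after 90 min at 30 °C.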
# BAZ2B block = qHTS Assay for Inhibitors of BAZ2B; Potency, µM (series often up to 114 µM), inactives show top-dose activity change, negative = inhibition, most hits filed as inhibitors; 360,000 tested, 4.4% active; Bromodomain adjacent to zinc finger domain protein 2B (Homo sapiens), Q9UIF8; AlphaScreen BAZ2B-H3K14Ac peptide displacement; further: potency means the concentration at half of the fitted maximal effect; on the % scale 0 is the no-effect control and ±100 the full control effect; nearly all actives have a fitted effect of over 60% in size
#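 Protein-peptide AlphaScreen: BAZ2B 50 nM, b-H3K14Ac 50 nM, 1x PBS pH 7.4 + 0.01% Tween-20. Preincubation 30 min RT; cpd 30 min RT (top 110 uM); beads 20 min RT, light-protected.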
# GLS inhibitor = qHTS for Inhibitors of Glutaminase (GLS). 410,000 tested, 0.21% active. Glutaminase kidney isoform, mitochondrial (Homo sapiens), O94925. GLS enzymatic activity, qHTS titration. Potency, µM (highest dose often 45.5 µM), for the others: at the top dose activity change, negative = inhibition, actives largely listed as inhibitors. AID 624170, 2012; further: potency means the concentration at half of the fitted maximal effect; on the % scale 0 is the no-effect control and ±100 the full control effect
# Target sequence (O94925 whole entry, looked up, canonical isoform): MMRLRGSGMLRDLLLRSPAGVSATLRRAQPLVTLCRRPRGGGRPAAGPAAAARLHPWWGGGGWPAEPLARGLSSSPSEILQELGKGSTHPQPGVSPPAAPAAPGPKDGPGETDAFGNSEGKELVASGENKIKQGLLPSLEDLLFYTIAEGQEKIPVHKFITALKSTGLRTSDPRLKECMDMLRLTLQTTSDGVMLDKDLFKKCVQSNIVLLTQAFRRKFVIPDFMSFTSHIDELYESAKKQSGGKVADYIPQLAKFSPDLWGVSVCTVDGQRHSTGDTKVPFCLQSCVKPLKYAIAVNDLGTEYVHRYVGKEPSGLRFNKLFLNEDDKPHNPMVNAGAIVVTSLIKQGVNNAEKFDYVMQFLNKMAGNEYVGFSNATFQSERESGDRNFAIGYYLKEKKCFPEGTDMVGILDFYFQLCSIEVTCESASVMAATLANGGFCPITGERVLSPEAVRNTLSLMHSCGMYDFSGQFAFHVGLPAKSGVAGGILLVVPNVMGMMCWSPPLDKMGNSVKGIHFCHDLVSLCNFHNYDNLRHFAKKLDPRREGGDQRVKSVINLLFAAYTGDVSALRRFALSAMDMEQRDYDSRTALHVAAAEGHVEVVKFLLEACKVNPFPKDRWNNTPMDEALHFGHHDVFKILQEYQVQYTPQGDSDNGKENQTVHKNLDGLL
#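 hKGA in 45 mM KH2PO4 pH 8.2, 0.02% Tween-20 with pin-transferred compounds; 1 mM L-glutamine (stock) plus glutamate oxidase/HRP/Amplex Red coupling added. Fluorescence read initially and after 30 min at RT.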
# ALOX12 inh = Primary qHTS assay for inhibitors of human arachidonate 12S-lipoxygenase (ALOX12): Round 2; Polyunsaturated fatty acid lipoxygenase ALOX12 (Homo sapiens), P18054; purified 12hLO, xylenol orange hydroperoxide absorbance; AID 1671190, 2021; Potency, µM (top dose mostly 108 µM), for inactives: at the top dose activity change, negative = inhibition, actives largely listed as inhibitors; 580,000 tested, 1.1% active; further: potency means the concentration at half of the fitted maximal effect; on the % scale 0 is the no-effect control and ±100 the full control effect
#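 Purified human 12hLO (150 nM final) in 25 mM Hepes, 0.01% Triton X-100, pH 7.0 was preincubated 15 min at room temperature with compound. Then 40 uM arachidonic acid was added, 30 min. Hydroperoxide was read by Fe-XO absorbance ratio 573/405 nm.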
# An asterisk follows results filed as active; ? = inconclusive; / = not tested or not shown; & = joins results of further samples; [ ] = dose if it differs, or a comment. Unless noted, the call rests on the fitted dose curve; in most records, active means well fitted curve in the direction sought with a large enough effect; inconclusive means small, poorly fitted or top-dose-only effect, or another doubt; inactive means no such curve, though single readings can be large; an effect the other way counts as inactive or inconclusive. Not all compounds are listed, so the mix of outcomes need not match the whole.
HP1b chromo inh	ERG-DNA inh	PI4K2A block	JMJD2A Tudor	G9a inh	RGS4 inh	BAZ2B block	GLS inhibitor	ALOX12 inh	SMILES
9%	-2%	-1	-15%	-10%	-38%	?	-3%	3%	CN(C)/C=N/c1sc2c(c1C(N)=O)CCCC2
40%[activator]	0%	-21	-18%	/	8%	6%	0%	?	OC1COC(OCc2ccccc2)C(O)C1O (stereo unspecified)
30%	-7%	1	1%	-27%	16%	-7%	4%	-23%	O=C(NCc1ccc2c(c1)OCO2)c1ccc(Cl)s1
39%	10%	-2	-5%	20%[0.501 µM]	8%	13%	-6%	11%	Cc1cccc(/C(N)=N/OC(=O)c2cccnc2)c1
51%[activator]	-2%	-7	2%	13%	23%	3%	-2%	283%[activator]	Cc1ccc(-n2ncc3c(SCc4ccccn4)ncnc32)c(C)c1
119%[activator]	4%	1	65%[activator]	84%[activator][59 µM]	-10%	70%[activator]	-1%	6%	CCOc1cc(C(=O)Nc2cccc3cccnc23)cc(OCC)c1OCC
49%[activator]	-2%	-2	-5%	-14%	-9%	-13%	2%	6%	CC(=O)c1c(C)n(C)c2ccc(OC(=O)c3ccc([N+](=O)[O-])cc3)cc12
27%	-2%	2	-4%	28%[12.7 µM]	-1%	-3%	3%	0%	O=C(CCN1C(=O)C2C3C=CC(C3)C2C1=O)NC1CCCc2ccccc21 (stereo unspecified)
38%	9%	7	-1%	/	-5%	/	-5%	2%	COc1ccc(-c2c(-c3cccc(C)c3)oc3ccc(-c4ccc5c(c4)OCO5)cc23)cn1
29%	-2%	-3	-10%	28µM*	-21%	-6%	-22%	0%	Cc1cc(C(=O)CSc2nnc(-c3ccccc3)n2Cc2ccc3c(c2)OCO3)c(C)n1C
22%	6%	-2	-12%	8%[59 µM]	-29%	13%	1%	5%	O=c1c2cnn(-c3ccc(F)cc3)c2ncn1Cc1ccccc1
18%	-19%	0	-6%	6%[59 µM]	-9%	1%	6%	-25%	CCN(CC)CCCNC(=O)c1ccc2c(=O)n(CCc3ccccc3)c(=O)[nH]c2c1
38%	-5%	-3	-2%	27%	-7%	-1%	5%	11%	O=C(CSc1nnc(NC(=O)C2CC2)s1)Nc1ccc(F)cc1F
22%	-6%	-2	-14%	-8%	-26%	-22%	-1%	-2%	COc1cc2c(cc1[N+](=O)[O-])n(C(C)C)c(=O)n2C(C)C
41%[activator]	-5%	7	-6%	13%	-9%	-29%	-10%	5%	COc1cccc(CNC(=O)CCCCCNC(=O)N2CCn3c2nc2ccccc23)c1
18%	6%	0	-4%	8%	8%	-7%	2%	-17%	COc1cc(NC(=O)CSc2nnc3ccc(-c4cccnc4)nn23)cc(OC)c1
46%[activator]	-6%	3	-17%	32%[0.501 µM]	-9%	-29%	-3%	51%[activator]	CCCCNC(=O)n1c(=O)oc2ccc(Cl)cc21
-38%	/	2	?	-1%[59 µM]	-1%	?	6%	16%	CCNc1cc(N2CCCC2)ccc1[N+](=O)[O-]
29%	0%	2	2%	-1%[59 µM]	5%	/	-3%	?	CN(Cc1ccccc1)C(=O)c1cn(C)c2ccc(S(=O)(=O)N(C)C3CCCCC3)cc2c1=O
22%	-5%	2	-3%	23%[59 µM]	-4%	-2%	8%	0%	O=C(Nc1cccc2ccccc12)/C(=C\c1cccc([N+](=O)[O-])c1)NC(=O)c1cccs1
18%	-9%	4	-10%	6%[2.33 µM]	30%	-5%	15%	-5%	Cc1cc(C(=O)N/N=C/c2cccc(Cl)c2Cl)no1
21%	-18%	-2	-6%	/	-1%	/	1%	9%	CC(C)(O)C#Cc1ccc(CNC[C@H]2O[C@@H](n3cnc(C(N)=O)n3)[C@H](O)[C@@H]2O)s1
68%[activator]	-5%	6	-20%	-5%[0.501 µM]	-18%[56.9 µM]	1%	1%	?	CCC1C(=O)C(C)(C)C(=O)OC1c1ccc([N+](=O)[O-])cc1 (stereo unspecified)
0%	-5%	-1	-7%	?	11%	-2%	-2%	12%	CCC(C)[C@H](NC(=O)NCCC1=CCCCC1)C(=O)OC (stereo partly specified)
29%	9%	0	-7%	3%[59 µM]	0%	19%	6%	-27%	O=C(NC1CSC/C1=N\O)c1ccccc1 (stereo unspecified)
13%[57 µM]	-3%	4	-15%	79%[activator]	-28%	0%	-2%	21%	CCCCc1nc2cc(C(=O)N3CCCC3)ccc2o1
36%[activator]	0%	-7	-15%	50µM*	20%	-30%	-1%	0%[57.4 µM]	COc1ccc(N(C(C)C(=O)NCc2ccco2)S(C)(=O)=O)cc1 (stereo unspecified)
-18%	3%	-11	-8%[11.4 µM]	-24%	-21%[11.4 µM]	-5%	33%[activator]	7%[57.4 µM]	Cc1ccn2cc(-c3cnoc3C)nc2c1
27%	-7%	-3	0%	21%[12.7 µM]	9%	-12%	2%	-21%	CC(CN1CCCCC1)OC(=O)CCc1ccccc1 (stereo unspecified)
14%	3%	4	-14%	9%[59 µM]	-28%	9%	-1%	-19%	COc1ccc(/C=C2/SC(=O)N(CC(=O)Nc3cc(C)on3)C2=O)cc1OC
32%	-4%	-4	-2%	-10%[12.7 µM]	-14%	2%	-6%	23%	O=C(c1ccc2c(c1)OCCO2)N1CCN(Cc2c(F)cccc2Cl)CC1
48%[activator]	-4%	-2	3%	/	13%	3%	-2%	0%	Cc1cc(=O)oc(C)c1C(=O)Nc1cccnc1Cl
33%	0%	6	-7%	?	20%	-2%	6%	0%	Cc1c(C(=O)NCc2cccnc2)oc2ccc(S(=O)(=O)N3CCCC(C)C3)cc12 (stereo unspecified)
49%[activator]	13%	-1	-4%	/	-2%	/	-4%	114%&-15%[activator]	COc1ccc(CCNC(=O)c2ccc(NC(=O)CC3SC(N4CCCCC4)=NC3=O)cc2)cc1 (stereo unspecified)
26%	7%	-4	-14%	?	19%	15%	7%	-30%	COc1ccc(CCN=C(N)NS(=O)(=O)c2ccc(C)cc2)cc1
29%	1%	-1	-12%	21%[59 µM]	4%	-3%	31%[activator]	-22%	Cc1sc(NC(=O)CN2CCN(c3ccccn3)CC2)c(C#N)c1C
18%	4%	-4	-4%	-7%	13%	-1%	1%	-29%	COc1cc(C(=O)N2C[C@H]3CC[C@H]2C3)ccc1OC1CCN(C(C)=O)CC1
54%[activator]	-5%	-2	-9%	/	-3%	-13%	-3%	13%	COc1cc(NS(=O)(=O)c2cn(C)cn2)cc(OC)c1
31%	6%	0	-11%	/	-29%	/	3%	-5%	CC1(C2CCCC2)NC(=O)NC1=O (stereo unspecified)
32%	2%	0	-17%	3%[59 µM]	-20%	-13%	3%	-25%	Cc1ccc(NC(=O)Cn2cc(C(=O)c3ccco3)c3ccccc32)c(C)c1
-13%	2%	2	56µM*	?	-4%	?	3%	-6%	COc1ccc(OCC(=O)N2CCc3c([nH]c4ccccc34)C2c2ccccn2)cc1 (stereo unspecified)
16%	13%	2	-21%	3%[12.7 µM]	-13%	-3%	-4%	49%[activator]	CC(C)[C@H](NC(=O)c1ccccc1F)C(=O)Nc1ccc2c(c1)OCO2
12%[57 µM]	-8%	-1	-8%	-1%[59 µM]	15%	1%	-11%	?	O=C(COc1ccccc1)Nc1nnc(SCc2cc(=O)c3ccccc3[nH]2)s1
26%	-3%	2	-11%	/	-1%	/	-23%	-7%	COCCOc1ccc(C(F)(F)F)cc1NC(=O)COC(=O)c1ccc(N2CCCC2=O)cc1
17%	10%	-1	4%	20%	31%	-18%	7%	0%	O=C(Nc1c(-c2ccc(F)cc2)nc2ccccn12)c1ccc(F)cc1
29%	-3%	0	-7%	?	-45%	-1%	0%	-23%	Cc1ccccc1NC(=O)Cc1nc(COC(=O)c2ccc(Cl)c(S(N)(=O)=O)c2)cs1
-1%	8%	3	-16%	45%[activator]	-15%	?	5%	?	COC(=O)COc1cccc(NC(=O)c2ccc(C)cc2)c1
19%	44%[activator]	6	?	26%[59 µM]	-54%[56.9 µM]	-11%	5%	44%[activator]	O=C1CNc2ccc(C(=O)N3CCN(c4ccccn4)CC3)cc2N1
